From PubChem BioAssay
S1P4 antag: human S1P4 receptor antagonism. O95977. S1P4-expressing cells, antagonist mode, reporter read-out. inhibition, % at 4.98 µM. 220,000 compounds, 0.26% hits; in the data active = inhibition above about 29%;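 note: 0% = wells stimulated with agonist and 100% = vehicle wells without agonist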
CHOP inhibitor: inhibitors of CHOP induction in ER stress response; inhibition, % at 10 µM; CHO-K1 CHOP-promoter luciferase, tunicamycin-induced, 15-18 h; 220,000 compounds, 3.8% hits;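 active = compounds that reduced the stress-induced luciferase reporter signal by more than about 70% of percent inhibition, limit read from the data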;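 note: 0% = tunicamycin plus vehicle and 100% = wells without tunicamycin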
zfTRPN1 agonist: agonists of zebrafish TRPN1 channel. 220,000 compounds, 0.18% hits. HEK293 zebrafish TRPN1-YFP, Fluo-8 calcium fluorescence; 100% = response to 87 µM carbachol. activation, % at 3 µM;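 active = activation above its plate's cutoff, the mean activation of test wells on that plate plus 3 SD, cut at about 19% in these data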;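 note: 0% = DMSO alone and 100% = 87 µM carbachol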
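Material: zebrafish TRPN1-YFP in HEK293 cells. Doses: one dose of 3 µM, 0.3% DMSO. Incubation: dye 1 h 37 °C plus 30 min RT. Measured by: intracellular calcium fluorescence with Fluo-8.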
NPY-Y2 PAM-ag: potentiators or agonists of human neuropeptide Y receptor Y2 | P49146 | cells expressing NPY-Y2, potentiator/agonist read-out | activation, % at 3.6 µM | 220,000 compounds, 0.45% hits | AID 1359; in the data active = activation above about 27%;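 note: cells stimulated with NPY near EC25 plus isoproterenol at EC100; 0% = vehicle plus submaximal agonist and 100% = vehicle plus saturating agonist; some results beyond the cut were filed as inactive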
NPY-Y1 PAM-ag: potentiates or activates human NPY-Y1 receptor | 220,000 compounds, 0.37% hits | NPY-Y1 expressing cells, potentiator/agonist activation | P25929 | activation, % at 3.6 µM; in the data active = activation above about 33%, passing the limit was not always enough;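 note: cells stimulated with NPY at EC10 then isoproterenol at EC100; 0% = low agonist plus stimulus and 100% = saturating agonist plus stimulus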
Target sequence (P25929 whole entry, looked up): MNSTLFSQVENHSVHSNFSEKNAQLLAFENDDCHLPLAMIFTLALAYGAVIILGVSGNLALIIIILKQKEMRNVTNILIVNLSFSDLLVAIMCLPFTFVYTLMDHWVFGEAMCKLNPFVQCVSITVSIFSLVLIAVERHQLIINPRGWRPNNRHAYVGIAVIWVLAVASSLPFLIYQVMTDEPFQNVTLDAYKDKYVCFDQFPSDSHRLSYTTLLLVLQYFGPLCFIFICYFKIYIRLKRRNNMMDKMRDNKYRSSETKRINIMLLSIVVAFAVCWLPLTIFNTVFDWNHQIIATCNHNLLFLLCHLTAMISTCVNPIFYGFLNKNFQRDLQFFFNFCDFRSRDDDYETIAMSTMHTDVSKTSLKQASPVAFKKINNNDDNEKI
S1P4 ag: agonists of human S1P4 receptor | S1P4-expressing cell line, agonist reporter assay | O95977 | AID 1509 | activation, % at 4.98 µM | 220,000 compounds, 0.35% hits; in the data active = activation above about 11%;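 note: 0% = DMSO vehicle and 100% = reference agonist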
TRPML3 ag: human mucolipin-3 channel agonism | Q8TDD5 | HEK293 TRPML3-YFP, Fluo-8 calcium fluorescence; 100% = the carbachol control signal | activation, % at 3 µM | 220,000 compounds, 0.29% hits | AID 1448;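 active = activation above its plate's cutoff, the mean activation of the plate's test wells plus 3 SD, cut at about 12% in these data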;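 note: 0% = DMSO only wells and 100% = carbachol wells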
Target sequence (Q8TDD5 whole entry, looked up): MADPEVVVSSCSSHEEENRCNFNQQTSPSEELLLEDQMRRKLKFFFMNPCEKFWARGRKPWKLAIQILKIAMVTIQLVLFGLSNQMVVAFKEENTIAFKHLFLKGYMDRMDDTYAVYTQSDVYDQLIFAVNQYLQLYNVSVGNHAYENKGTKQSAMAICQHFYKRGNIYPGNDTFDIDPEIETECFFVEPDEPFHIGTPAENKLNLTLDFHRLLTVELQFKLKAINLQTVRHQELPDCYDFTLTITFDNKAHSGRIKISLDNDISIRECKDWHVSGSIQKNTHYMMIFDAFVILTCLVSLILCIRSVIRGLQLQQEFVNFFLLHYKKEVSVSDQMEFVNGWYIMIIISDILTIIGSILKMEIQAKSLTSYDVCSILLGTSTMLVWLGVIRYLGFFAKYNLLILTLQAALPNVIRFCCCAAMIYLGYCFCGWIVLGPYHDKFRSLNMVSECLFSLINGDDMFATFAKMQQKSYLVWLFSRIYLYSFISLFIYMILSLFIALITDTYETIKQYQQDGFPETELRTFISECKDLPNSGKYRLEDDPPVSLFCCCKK
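Material: HEK293 cells stably carrying human TRPML3-YFP; compound dosing: single dose, 3 µM final nominal compound, 0.3% DMSO final; incubation: 1-h 37 °C dye load, 5-s basal, 120-s post-compound reads; technique: Fluo-8 intracellular calcium fluorescence, excitation 470-495 nm, emission 515-575 nm; read-out basis: percent activation from peak-to-basal fluorescence ratio, scaled between DMSO and carbachol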
NPY-Y1 antag: NPY-Y1 (human) receptor antagonism; inhibition, % at 3.6 µM; 200,000 compounds, 1% hits; P25929; HEK293-CNG Y1 cells, membrane potential fluorescence; NPY at EC95, then isoproterenol;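 active = inhibition above the campaign mean inhibition of all tested compounds plus 3 SD, cut at about 20% in these data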;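 note: 0% = DMSO wells given NPY plus isoproterenol and 100% = isoproterenol alone without NPY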
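Material: HEK293 Y1/CNG channel cell line | Also added: NPY (25 nM), isoproterenol (1 µM), Ro 20-1724 (25 µM) | Compound: One concentration, 3.6 µM, in 0.4% DMSO | Schedule: 3 h dye uptake, 1 h room-temperature compound, 45 min post-isoproterenol | Signal: Membrane-potential fluorescent dye readout | Read-out: % inhibition of NPY effect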
EP2 mod: EP2 receptor (human) modulation; 260,000 compounds, 0.83% hits; induction, % at 25 µM; AID 940; EP2-expressing cells, cAMP HTRF FRET, PGE2 co-stimulation; P43116;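 active = compounds whose cAMP rise, as percent of the full-agonist control response, exceeds 60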;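 note: rat C6 glioma line stably carrying human EP2 under a CMV promoter; the protocol text gives 20 µM as final concentration; 100% = response of wells given 1 µM PGE2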
Numbers without * were called inactive; nt = not tested or not shown.

1) COc1ccc(NC(=O)C2CC(=O)OC23CCCCC3)cc1 (configuration not stated)
2) COC(=O)CNC(=O)CSc1nnc(C)c(=O)[nH]1
3) Cc1ccc(/C=N/n2cnc3sc(C)c(C)c3c2=O)o1
4) COC(=O)CN1C(=S)N(c2ccc(OC)cc2)C(=O)/C1=C/c1ccc(OC)cc1
5) COC(=O)c1ccc(CN(Cc2ccc(C(=O)OC)o2)C(C)(C)C)o1
6) COc1cccc(Nc2nc(-c3ccc(O)cc3)cs2)c1

entry no.,1,2,3,4,5,6
S1P4 antag,-12,-15,-17,14,-8,-2
CHOP inhibitor,6,16,5,25,9,27
zfTRPN1 agonist,0.0,-0.5,1.3,1.4,-0.8,-0.8
NPY-Y2 PAM-ag,-16,5,0,7,-5,-11
NPY-Y1 PAM-ag,3,-11,8,14,-2,13
S1P4 ag,1.0,1.9,1.7,-0.7,-0.7,-0.7
TRPML3 ag,1.0,0.8,0.8,-0.6,-0.6,-0.3
NPY-Y1 antag,3,-6,3,-1,-2,-5
EP2 mod,-12,17,27,14,-1,23

Structures listed so far containing nitrogen in an aromatic ring:
2) COC(=O)CNC(=O)CSc1nnc(C)c(=O)[nH]1
3) Cc1ccc(/C=N/n2cnc3sc(C)c(C)c3c2=O)o1
6) COc1cccc(Nc2nc(-c3ccc(O)cc3)cs2)c1

entry no.,2,3,6
S1P4 antag,-15,-17,-2
CHOP inhibitor,16,5,27
zfTRPN1 agonist,-0.5,1.3,-0.8
NPY-Y2 PAM-ag,5,0,-11
NPY-Y1 PAM-ag,-11,8,13
S1P4 ag,1.9,1.7,-0.7
TRPML3 ag,0.8,0.8,-0.3
NPY-Y1 antag,-6,3,-5
EP2 mod,17,27,23

The listing continues.
7) CC(=O)NS(=O)(=O)c1cccnc1Nc1cccc(Cl)c1
8) Cc1cc(Oc2ccccc2)nc(SCC(N)=O)n1
9) CCN(CC)S(=O)(=O)c1ccc(NC(=O)CCC2CCCCC2)cc1
10) N=C1C(c2nc3ccccc3[nH]2)=C(O)CN1NC(=O)COc1cccc(F)c1
11) CC1Cc2ccccc2N1C(=O)CSc1nnnn1C1CCCC1 (configuration not stated)
12) Cc1ccc(S(=O)(=O)N(C#N)c2nc(C)cc(C)n2)cc1

entry no.,7,8,9,10,11,12
S1P4 antag,-3,3,-21,-8,-9,-11
CHOP inhibitor,4,28,48,8,0,-28
zfTRPN1 agonist,0.7,1.8,2.1,0.9,1.0,1.8
NPY-Y2 PAM-ag,-12,6,-1,5,-5,2
NPY-Y1 PAM-ag,2,-7,2,-17,-3,-12
S1P4 ag,-1.2,1.3,1.3,1.6,-2.5,1.3
TRPML3 ag,0.8,0.0,0.5,0.0,0.5,0.8
NPY-Y1 antag,6,-2,1,-3,-1,5
EP2 mod,-4,7,-16,32,-25,24

Some of these compounds in order of SMILES length, highest first.
4) COC(=O)CN1C(=S)N(c2ccc(OC)cc2)C(=O)/C1=C/c1ccc(OC)cc1
10) N=C1C(c2nc3ccccc3[nH]2)=C(O)CN1NC(=O)COc1cccc(F)c1
5) COC(=O)c1ccc(CN(Cc2ccc(C(=O)OC)o2)C(C)(C)C)o1
7) CC(=O)NS(=O)(=O)c1cccnc1Nc1cccc(Cl)c1
3) Cc1ccc(/C=N/n2cnc3sc(C)c(C)c3c2=O)o1
11) CC1Cc2ccccc2N1C(=O)CSc1nnnn1C1CCCC1 (configuration not stated)
6) COc1cccc(Nc2nc(-c3ccc(O)cc3)cs2)c1

entry no.,4,10,5,7,3,11,6
S1P4 antag,14,-8,-8,-3,-17,-9,-2
CHOP inhibitor,25,8,9,4,5,0,27
zfTRPN1 agonist,1.4,0.9,-0.8,0.7,1.3,1.0,-0.8
NPY-Y2 PAM-ag,7,5,-5,-12,0,-5,-11
NPY-Y1 PAM-ag,14,-17,-2,2,8,-3,13
S1P4 ag,-0.7,1.6,-0.7,-1.2,1.7,-2.5,-0.7
TRPML3 ag,-0.6,0.0,-0.6,0.8,0.8,0.5,-0.3
NPY-Y1 antag,-1,-3,-2,6,3,-1,-5
EP2 mod,14,32,-1,-4,27,-25,23

Next section
13) O=C(COC(=O)C1(c2cccc(F)c2)CCCC1)NCc1cccs1
14) C=CCNC(=S)N/N=C/c1cn(C)c2ccccc12
15) O=C(Oc1ccc2c(c1)OCO2)c1cccs1
16) Fc1ccc(-c2nc3cnccn3c2NC2CCCC2)cc1
17) Cc1cc(Nc2cc(F)ccc2C)n2nc(C)nc2n1
18) CCOC(=O)CSc1ccc(S(=O)(=O)N2CCCC2)cc1[N+](=O)[O-]

entry no.,13,14,15,16,17,18
S1P4 antag,1,5,23,-6,0,-2
CHOP inhibitor,15,-41,-17,7,-2,19
zfTRPN1 agonist,-0.8,-2.1,-0.1,-3.9,-0.4,-0.4
NPY-Y2 PAM-ag,-4,5,5,2,1,-16
NPY-Y1 PAM-ag,-4,13,4,-14,11,-2
S1P4 ag,-0.6,-0.2,0.1,1.2,14*,-0.3
TRPML3 ag,-2.2,-1.0,0.0,-0.4,0.8,-1.3
NPY-Y1 antag,-2,nt,2,3,0,1
EP2 mod,-26,-34,-8,-91,-8,3

19) CC(=O)N1CCc2ccc(S(=O)(=O)N3CCN(C)CC3)cc21
20) COc1cccc(C(c2nnnn2Cc2ccccc2)N2CCN(C3CCCC3)CC2)c1OC (configuration not stated)
21) O=C(Cc1c[nH]c2ccccc12)NNC(=O)c1ccccc1
22) O=C(Cn1ncc2c1-c1ccccc1OC2)N1CCc2ccccc21
23) COc1ccc(S(=O)(=O)/N=C2/C=CC(=O)C(C)=C2C)cc1
24) CCc1ccc(S(=O)(=O)NCc2cn3c(C)csc3n2)s1

entry no.,19,20,21,22,23,24
S1P4 antag,-9,12,-21,-3,-7,-5
CHOP inhibitor,-5,26,2,49,82*,90*
zfTRPN1 agonist,2.1,0.9,0.3,-0.5,0.4,2.3
NPY-Y2 PAM-ag,-10,-12,7,-9,-7,12
NPY-Y1 PAM-ag,2,-34,6,15,-29,12
S1P4 ag,-0.2,-3.4,-0.2,0.0,-3.2,3.1
TRPML3 ag,1.2,1.2,0.4,0.1,0.2,0.7
NPY-Y1 antag,1,0,1,-3,3,0
EP2 mod,23,-16,27,4,-19,-11

25) O=C(Nc1ccc(S(=O)(=O)Nc2nccs2)cc1)C1=NN(c2ccccc2)C(=O)CC1
26) COc1ccc(/C=N/NC(=O)c2ccc3c(c2)OCCO3)cc1[N+](=O)[O-]
27) O=C(NCCc1ccccn1)C1CC(=O)N(Cc2ccccc2Cl)C1 (configuration not stated)
28) COc1ccc(C(=O)NCC(=O)NC2=NCCS2)cc1
29) COc1ccc(-c2csc(Nc3ccccc3)n2)cc1
30) Cn1c(CBr)c(C(=O)c2ccc([N+](=O)[O-])cc2)c(=O)n(C)c1=O

entry no.,25,26,27,28,29,30
S1P4 antag,11,-5,-2,-11,4,17
CHOP inhibitor,-5,-49,17,-2,23,4
zfTRPN1 agonist,0.9,0.9,-0.1,0.5,0.4,0.0
NPY-Y2 PAM-ag,-19,4,-20,0,19,13
NPY-Y1 PAM-ag,-25,10,9,-16,18,8
S1P4 ag,0.7,-0.6,4.7,1.6,-0.4,-0.6
TRPML3 ag,-0.7,0.1,0.4,0.9,1.0,1.6
NPY-Y1 antag,nt,3,-2,1,-4,nt
EP2 mod,0,-5,-4,11,30,5

31) Cc1ccc(CNS(=O)(=O)c2cccc3nsnc23)cc1
32) Cc1ccc(Nc2nc(C(=O)NCCCN3CCOCC3)cs2)cc1
33) CCN(CC)C(=O)c1sc(NC(=O)c2cccc([N+](=O)[O-])c2)c(C#N)c1C
34) O=C(COc1ccc(Cl)cc1)NNC(=O)C(=O)N1CCCCC1
35) COc1ccc([N+](=O)[O-])cc1NCc1ccco1
36) O=C(c1cc2c(ccc3ccccc32)oc1=O)N1CCN(CCO)CC1

entry no.,31,32,33,34,35,36
S1P4 antag,-14,-1,2,-6,6,-10
CHOP inhibitor,0,5,14,7,5,8
zfTRPN1 agonist,-1.1,-0.2,0.9,-0.5,-1.0,1.2
NPY-Y2 PAM-ag,1,-5,-7,-11,1,4
NPY-Y1 PAM-ag,-21,6,12,-26,-5,19
S1P4 ag,0.7,0.9,-0.1,-2.2,1.3,0.1
TRPML3 ag,-0.1,0.7,1.9,-0.6,-0.1,0.6
NPY-Y1 antag,-1,-2,-1,5,nt,-4
EP2 mod,-18,-16,18,30,13,20

Printed as active in S1P4 ag, among the entries above:
# | canonical_smiles | S1P4 antag | CHOP inhibitor | NPY-Y2 PAM-ag | NPY-Y1 PAM-ag | S1P4 ag | TRPML3 ag | NPY-Y1 antag | EP2 mod
17 | Cc1cc(Nc2cc(F)ccc2C)n2nc(C)nc2n1 | 0 | -2 | 1 | 11 | 14* | 0.8 | 0 | -8

(continued)
37) COc1ccc(OC)c(C(=O)COC(=O)c2cccnc2Cl)c1
38) CCNc1nc(C)cc(COC)c1C#N
39) CCC1(C)Cc2c(c(=O)n(-c3ccccc3)c3ncnc(N)c23)CO1 (configuration not stated)
40) O=[N+]([O-])c1cc(/C=N/Nc2nc(N3CCCCC3)nc(N3CCCCC3)n2)ccc1O
41) CC(C)c1ccccc1N1CC(C(=O)O)CC1=O (configuration not stated)
42) O=c1oc(-c2ccccc2F)nc2c1cnn2-c1ccccc1
43) Cc1cc(C)n(C(=O)CNC(=O)c2ccc3c(c2)OCCO3)n1
44) O=C(O)Cc1ccc(NS(=O)(=O)c2ccccc2Br)cc1

entry no.,37,38,39,40,41,42,43,44
S1P4 antag,4,-6,13,-18,6,-5,-25,-15
CHOP inhibitor,9,-7,22,-3,19,29,10,14
zfTRPN1 agonist,-0.4,0.5,-0.7,0.2,1.3,0.9,0.8,1.6
NPY-Y2 PAM-ag,-4,6,3,2,4,-14,4,-3
NPY-Y1 PAM-ag,19,6,10,-22,20,-18,7,-6
S1P4 ag,1.8,1.0,4.1,1.1,1.2,2.0,3.0,1.0
TRPML3 ag,-0.9,0.7,1.0,1.0,0.9,1.0,-0.7,0.8
NPY-Y1 antag,-4,-4,-3,2,0,2,-1,-1
EP2 mod,-30,0,5,26,17,30,-3,23
